Bioassay records from PubChem.
Tb PFK block – inhibitors of T. brucei phosphofructokinase; T. brucei PFK, ADP-Glo luminescence; actives 0.17% (n = 330,000); Potency, µM (highest dose often 57.5 µM), for inactives: at the top dose activity, negative = inhibition, hits mostly inhibitors; O15648;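 further: potency means the concentration at half of the fitted maximal effect; 0% = uninhibited 1x PFK enzyme wells and -100% = no-enzyme wells; nearly all actives have a fitted effect of over 60% in size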
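1.25 nM PFK with 0.5 mM F6P and 0.1 mM ATP in 0.1 M TEA pH 8.0, 5 mM MgCl2, incubated 45 min at room temperature; ADP measured by ADP-Glo luminescence; compounds titrated up to 57 uM.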
Coupling enz – counter-screen for Giardia aldolase inhibitors: coupling enzyme system; coupling enzyme system counterscreen, AmpLite Red fluorescence; activity change, negative = inhibition, % at 58.2 µM, hits read low; actives 0.67% (n = 290,000); in the data active means activity change below about -30%; further: on the % scale 0 is the no-effect control and ±100 the full control effect
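Counterscreen of the coupled detection system alone, without aldolase: glyceraldehyde-3-phosphate coupling enzymes plus AmpLite Red readout. Compounds at 57.5 uM final, 10 min RT preincubation, 20 min RT reaction, fluorescence 525/598 nm.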
B2AR arrestin – beta2AR (human) beta-arrestin recruitment activity; beta-arrestin recruitment to beta2AR, cell-based reporter; Potency, µM (top dose mostly 46.1 µM), without a hit: at the top dose activation, usual class: activators; actives 0.02% (n = 330,000); AID 492947;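 further: potency means the concentration at half of the fitted maximal effect; 0% = DMSO controls and full agonism = EC100 isoproterenol or metaproterenol; nearly all actives have a fitted effect of over 65% in size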
Target sequence (P07550 whole entry, looked up): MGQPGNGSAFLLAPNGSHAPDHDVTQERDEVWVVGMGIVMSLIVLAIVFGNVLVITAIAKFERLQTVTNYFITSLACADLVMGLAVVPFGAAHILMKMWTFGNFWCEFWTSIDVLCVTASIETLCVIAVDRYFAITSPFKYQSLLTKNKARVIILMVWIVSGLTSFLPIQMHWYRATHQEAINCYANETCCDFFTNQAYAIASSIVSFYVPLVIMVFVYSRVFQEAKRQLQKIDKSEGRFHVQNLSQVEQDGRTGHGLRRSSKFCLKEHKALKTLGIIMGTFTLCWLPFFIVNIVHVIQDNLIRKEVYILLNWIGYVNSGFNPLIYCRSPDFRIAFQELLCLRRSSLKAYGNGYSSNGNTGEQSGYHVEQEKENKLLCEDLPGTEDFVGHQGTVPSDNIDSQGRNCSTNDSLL
Giardia killer – Giardia lamblia killing; Giardia lamblia trophozoite viability; activity change, % at 7.66 µM, hits read low; actives 0.15% (n = 340,000); AID 540267; in the data active means activity change below about -80%; inconclusive means between about -30% and that limit;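 further: parasites exposed to compound for two days anaerobically before the ATP read; on the % scale 0 is the no-effect control and ±100 the full control effect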
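Luminescent ATP signal served as the viability read-out, measured 15-30 min after adding ATP detection reagent to trophozoites that had been incubated with compounds for 48 hrs at 37 deg C anaerobically at 100 cells/well.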
PKM2 act – increases activity of human pyruvate kinase M2; actives 0.34% (n = 260,000); purified PKM2, Kinase-Glo ATP luminescence, activation; response scale: 0% is enzyme alone, no compound; Potency, µM (series often up to 57.5 µM), for inactives: at the top dose activation, usual class: activators; further: potency means the concentration at half of the fitted maximal effect; on the % scale 0 is the no-effect control and ±100 the full control effect; nearly all actives have a fitted effect of over 55% in size
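ATP formation by purified human PK-M2, quantified via coupled luciferase luminescence after 1 h at room temperature with 0.1 mM ADP and 0.5 mM PEP final.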
Menin MLL FP TR – displaces Texas Red mutant MLL peptide from human menin. O00255. Menin + Texas Red MLL mutant peptide, fluorescence polarization. Potency, µM (highest dose often 61.6 µM), for inactives: top-dose FP activity change, negative = inhibition, hits mostly inhibitors. actives 0.23% (n = 270,000). AID 1768; active means well fitted inhibition curve with a large enough effect in the polarisation, with a control signal flat, not every such curve was filed as active; inconclusive means small, poorly fitted or top-dose-only effect, or effect the other way, or a change in a side signal; inactive means no such curve, though single readings can be large or run the other way; the % refers to the polarisation; further: potency means the concentration at half of the fitted maximal effect; % of control where 0% means no effect; many of its hits are not listed in these tables
Target sequence (O00255 whole entry, looked up): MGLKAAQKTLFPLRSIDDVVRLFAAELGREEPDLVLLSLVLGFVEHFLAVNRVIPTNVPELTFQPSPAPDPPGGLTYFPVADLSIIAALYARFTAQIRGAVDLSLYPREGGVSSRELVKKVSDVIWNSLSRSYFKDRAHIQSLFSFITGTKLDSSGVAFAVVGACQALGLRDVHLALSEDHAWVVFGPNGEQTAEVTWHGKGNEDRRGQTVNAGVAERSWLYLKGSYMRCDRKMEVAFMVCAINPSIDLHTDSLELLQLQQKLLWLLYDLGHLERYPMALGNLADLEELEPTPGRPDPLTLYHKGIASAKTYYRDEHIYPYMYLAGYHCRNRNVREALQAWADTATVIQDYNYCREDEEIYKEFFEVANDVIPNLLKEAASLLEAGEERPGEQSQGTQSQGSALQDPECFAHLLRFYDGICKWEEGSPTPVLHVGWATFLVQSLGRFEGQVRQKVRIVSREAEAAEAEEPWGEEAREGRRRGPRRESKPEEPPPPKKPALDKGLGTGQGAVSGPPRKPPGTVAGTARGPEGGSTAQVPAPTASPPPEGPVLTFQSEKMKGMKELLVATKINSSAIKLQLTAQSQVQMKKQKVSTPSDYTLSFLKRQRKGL
Integrin act MD – activators of alpha7 integrin expression for muscular dystrophy | alpha7betagal myoblasts, beta-gal FDG fluorescence, 48 h | Potency, µM (series often up to 38.3 µM), for the others: at the top dose activation, usual class: activators | actives 0.064% (n = 350,000) | AID 624291;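 further: potency means the concentration at half of the fitted maximal effect; 100% = response of the positive control SU9516; nearly all actives have a fitted effect of over 60% in size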
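alpha7betagal+/- myoblasts (passage 13, 250/well) treated 48 h at 37C with compounds at 1:260 dilution of DMSO stock. Lysed, then beta-galactosidase activity read as FDG fluorescence (ex 480/em 540) after 30 min, with pre-read for autofluorescence.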
BCR signal inh – blocks chronic active B-cell receptor signaling; AID 493014; Potency, µM (series often up to 46.1 µM), for the others: top-dose ratio change, negative = lower green/red ratio, actives largely listed as inhibitors; ABC-DLBCL IkBa-CBG/CBR reporter, luminescence ratio, 4 h; actives 0.05% (n = 340,000); active means well fitted inhibition curve with a large enough effect in the signal ratio, with a control signal flat, not every such curve was filed as active; inconclusive means small, poorly fitted or top-dose-only effect, or effect the other way, or a change in a side signal; the % refers to the signal ratio;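 further: potency means the concentration at half of the fitted maximal effect; plate controls were basal doxycycline-induced cells for no effect and cells given 10 µM MG132 for full effect; MG132 reads +100%, hits lower the ratio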
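Compounds up to 46 uM were incubated four hours with TMD8 cells whose green CBG68 luciferase is fused to IkappaBalpha; red CBR luminescence normalised the signal, and concentration-effect curves were fitted to fusion, red and ratio data.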
S-ASM inh – human S-ASM enzyme inhibition; P17405; placental ASM, HMU-PC fluorogenic substrate, 60 min; Potency, µM (highest dose often 57.5 µM), without a hit: top-dose activity change, negative = inhibition, actives largely listed as inhibitors; actives 0.006% (n = 340,000); AID 504937; further: potency means the concentration at half of the fitted maximal effect
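Human placenta-derived ASM enzyme was preincubated with compound for 10 minutes at room temperature, then given fluorogenic substrate HMU-PC0 (9 uM final) for 60 minutes at 37 °C; a pH 10 stop preceded fluorescence reading at Ex 386/Em 447 nm.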
GALK inh – blocks human galactokinase activity; P51570; Purified GALK, Kinase-Glo residual ATP luminescence; Potency, µM (titrated, usually from 57.5 µM), for the others: at the highest dose activity change, negative = inhibition, hits mostly inhibitors; actives 0.007% (n = 270,000); further: potency means the concentration at half of the fitted maximal effect; on the % scale 0 is the no-effect control and ±100 the full control effect
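ATP-depletion format; final 35 uM ATP, 100 uM D-galactose, 5 nM enzyme; pH 8.0 HEPES/Mg2+ buffer; 60 min RT; luminescence read 10 min after detection reagent.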
TSG101-PTAP inh – blocks PTAP/TSG101 interaction to inhibit HIV-1 budding | Q99816 | Fluorescence polarization, FITC-PTAP peptide / Tsg101 binding | Potency, µM (highest dose often 115 µM), for the others: at the top dose activity change, negative = inhibition, usual class: inhibitors | 340,000 tested, under 10 active | AID 493005; active means well fitted inhibition curve with a large enough effect in the main read-out, with a control signal flat, not every such curve was filed as active; inconclusive means small, poorly fitted or top-dose-only effect, or effect the other way, or a change in a side signal; inactive means no such curve, though single readings can be large or run the other way; further: potency means the concentration at half of the fitted maximal effect; % of control where 0% means no effect
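Steps: Tsg101 binding domain dispensed (10 uM final), compounds pinned in DMSO, FITC-labeled PTAP-motif peptide added (50 nM final); after 20 min binding at room temperature, polarization measured.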
Active calls of the source: *; i = inactive; ? = inconclusive; . = no result given; [ ] = remark or other dose. Unless noted, the call rests on the fitted dose curve; in most records, active means well fitted curve in the direction sought with a large enough effect; inconclusive means small, poorly fitted or top-dose-only effect, or another doubt; inactive means no such curve, though single readings can be large; an effect the other way counts as inactive or inconclusive. Only part of the results is shown; count on the stated rates, not on these rows.

SMILES	Tb PFK block	Coupling enz	B2AR arrestin	Giardia killer	PKM2 act	Menin MLL FP TR	Integrin act MD	BCR signal inh	S-ASM inh	GALK inh	TSG101-PTAP inh
Cc1ccc(C)c(NC(=S)c2nc3ccccc3s2)c1	-3%	7	0.0%	7	-8%	?	-22%	0%	-8%	2%	-2%
O=C(CSc1nnc2ccccn12)c1ccccc1	6%	-12	-0.4%	6	3%	-3%	24%	?	3%	0%	-5%
CCOc1ccc2nc(N/C(N)=N/C(=S)Nc3cccc(OC)c3)nc(C)c2c1	-2%	0	-1.0%	4	5%	.	5%	?	19%	11%	-3%
CC(=O)OC(C)(C)C#CCN1CCCC1	0%	1	2.4%	-14	2%	-3%	13%	?	0%	1%	0%
O=C(N/N=C/c1ccc2c(c1)OCO2)C1COc2ccccc2O1 (stereo unspecified)	?	.	-0.1%	-1	-2%	8%	0%	-3%	0%	-4%	-2%
O=c1[nH]c(CSc2ncc(-c3ccc(F)cc3)n2Cc2ccco2)nc2ccccc12	0%	-3	-1.7%	2	-2%	16%	0%	?	-8%	2%	-4%
O=C(CCC1CCCN(c2ncccn2)C1)NCc1ccc(F)c(F)c1 (stereo unspecified)	-17%	-1	0.2%	3	-4%	-7%	3%	5%	0%	0%	-4%
O=C(c1cnccn1)N1CCN(c2ccccc2)CC1	0%	1	-0.5%	-5	1%	1%	-1%	-1%	1%	-1%	-3%
CCOc1ccc(N(CC(=O)OC)S(=O)(=O)c2c(C)noc2C)cc1	0%	4	-0.3%	-25	-16%	-6%[11.7 µM]	0%	10%	0%	1%	2%
COC1CC(C)NC(=S)N1 (stereo unspecified)	-7%	5	-0.7%	-5	3%	.	29%	?	3%	-2%	-2%
CCn1ccnc1CN1CCC(CO)(CCOc2ccccc2)CC1	-21%	0	-0.2%	9	-3%	0%	-14%	-17%	3%	3%	0%
CCCn1c(N)c(C(=O)CSc2nnc(Cc3ccccc3)o2)c(=O)n(C)c1=O	-8%	-3	-0.1%	-1	1%	0%	-34%	24%	-2%	-2%	0%
CC(C)CC(=O)Nc1nc2ccc(S(C)(=O)=O)cc2s1	1%	1	-0.1%	19	1%	5%	-10%	?	-5%	-1%	-3%
CCN(C(=O)c1ccc(S(=O)(=O)N2CCOCC2)cc1)C1CCS(=O)(=O)C1 (stereo unspecified)	-1%	.	0.2%	14	.	.	6%	-10%	0%	.	0%
N#CCc1ccc(OC(=O)c2cccnc2)cc1	3%	2	-0.3%	-9	2%	.	6%	6%	0%	-2%	-4%
O=C(c1ccco1)N1CCN(Cc2cccc(C(F)(F)F)c2)CC1	-5%	2	-0.5%	-19	2%	-10%	-1%	8%	3%	2%	-6%
Cc1cccc(Oc2nc3ccccn3c(=O)c2/C=C(\C#N)C(=O)NC2CCS(=O)(=O)C2)c1C (stereo unspecified)	-5%	6	0.2%	19	.	-7%	-22%	-5%	372%[activator]	5%	1%
COc1ccc(NC(=O)C(=O)NCC2CCCN2S(=O)(=O)c2ccc(C)cc2)cc1 (stereo unspecified)	0%	.	-0.3%	15	.	.	-41%	?	-2%	.	-6%
COc1ccc(OC)c(NC(=O)CSc2ccc(-c3cccnc3)nn2)c1	2%	.	-0.1%	-9	5%	.	-17%	-12%	1%	-2%	-1%
Cc1ccc(C(=O)OCC(=O)c2c[nH]c3ccccc23)cc1	5%	1	2.8%	-5	-4%	?	-18%	-3%	0%	4%	0%
O=C(Nc1ccc(S(=O)(=O)N2CCCCC2)cc1)C1CCN(C(=O)c2ccc(F)cc2)CC1	-7%	.	0.1%	19	.	.	-13%	-1%	-2%	.	0%
COC(=O)C1=C(C)NC(=O)NC1c1ccc(N2CCC(c3ccccc3)=N2)cc1 (stereo unspecified)	0%	0	-0.8%	17	0%	6%	-31%	-2%	i	1%	-4%
CCC(=O)c1ccc(N2CCN(S(=O)(=O)c3ccccc3)CC2)c(F)c1	-7%	0	-1.5%	2	?	-11%	14%	?	-2%	-3%	-2%
CC(C)NC(=O)NC(=O)COC(=O)c1ccc([N+](=O)[O-])cc1Cl	-4%	0	0.0%	8	3%	3%	9%	-15%	0%	-2%	-8%
COc1ccc(C(=O)Nc2nc(C)c(C)s2)cc1OC	-1%	3	0.3%	5	5%	6%	-1%	?	2%	-1%	-2%

More entries:
SMILES	Tb PFK block	Coupling enz	B2AR arrestin	Giardia killer	PKM2 act	Menin MLL FP TR	Integrin act MD	BCR signal inh	S-ASM inh	GALK inh	TSG101-PTAP inh
CCOc1ccc(C(=O)NCC(=O)OCc2cc(C(C)=O)ccc2OC)cc1	-8%	6	-0.3%	7	-11%	3%	-1%	-8%	-1%	-1%	-1%
CCOc1ccccc1NC(=O)CCC(=O)Nc1ccc2nc(N3CCN(C)CC3)cc(C)c2c1	1%	1	-0.2%	-4	0%	-20%	23%	-4%	375%[activator]	-2%	-9%
Cc1cc(-n2c(C)cc(C(=O)CSc3nc4ccccc4c(=O)n3Cc3ccco3)c2C)no1	-5%	1	-0.1%	-1	-11%	-28%	0%	?	-5%	1%	-6%
O=C(c1cc(-c2ccccc2)on1)N1CCCCCC1	0%	11	-0.3%	-4	3%	-28%	19%	-21%	5%	5%	-3%
Cc1ccc(-c2nc(CS(=O)CC(=O)NCCN3CCCCCC3)c(C)o2)cc1 (stereo unspecified)	-1%	.	0.3%	-2	.	.	-75%[inhibitor]	0%	-3%	0%	-1%
CCCCCCCc1c(C#N)c(N)[nH]c(=S)c1C#N	2%	10	0.3%	-28	9%	.	-29%	19%	-14%	-3%	-2%
CNc1ccccc1C(C)(C)c1ccn[nH]1	-2%	-7	0.0%	-21	7%	-17%	?	-6%	-3%	1%	5%
COc1ccc(CN2C3CCCC2CC(NC(=O)/C=C/c2ccccc2)C3)cc1 (stereo unspecified)	9%	3	0.3%	-11	.	-8%	-46%[inhibitor]	10%	0%	-1%	-7%
O=C(OC1CCOC1=O)c1cc(-c2cccs2)nc2ccccc12 (stereo unspecified)	-2%	4	-0.7%	?	4%	?	44%	11%	.	-3%	-2%
C=CCNC(=O)c1cccc2c1C(=O)c1ccc(N3CCCC3)cc1S2(=O)=O	3%	.	-1.1%	12	.	.	-32%	-1%	-9%	.	15%
CC1(C)CC(=O)C(c2c[nH]c3ccccc23)C(=O)C1	-1%	0	-0.1%	3	-5%	5%	13%	-1%	-2%	6%	-5%
C#CCSc1ncc(-c2ccccc2)cn1	2%	-2	-0.2%	-10	15%	-19%	21%	10%	10%	-2%	0%
COc1ccc(C2NC(=O)C(C)S2)cc1 (stereo unspecified)	-1%	3	0.1%	0	0%	.	5%	9%	4%	-1%	-10%
C[C@@H]1CN([C@H](C)CO)C(=O)Cc2cc(NC(=O)Nc3ccccc3)ccc2O[C@@H]1CN(C)C(=O)Nc1ccc2c(c1)OCO2	-1%	.	0.1%	18	.	.	5%	?	?	.	-4%
O=C(c1ccc2ccccc2c1)C1CCCN(C(=O)c2noc3c2CCCC3)C1 (stereo unspecified)	-24%	-4	-0.8%	6	-4%	-5%	-43%	?	-3%	5%	0%
CCOc1ccc(N(CC)C(=O)CCNC(=O)Cn2ccc3ccccc3c2=O)cc1	1%	2	0.1%	-4	10%	-1%	-27%	12%	-1%	2%	-1%
COCCCN(C(=O)CCOc1ccc(C)cc1)c1c(N)n(Cc2ccccc2)c(=O)[nH]c1=O	0%	.	-0.1%	-18	.	.	-2%	-1%	0%	.	-3%
O=C(CC1OC(=O)c2ccccc21)Nc1cc(Cl)ccc1N1CCOCC1 (stereo unspecified)	-3%	.	-0.3%	-2	.	.	-2%	-1%	-3%	.	-9%
CCN(C(=O)COC(=O)c1cc([N+](=O)[O-])ccc1N1CCCCC1)C1CCS(=O)(=O)C1 (stereo unspecified)	-5%	2	0.1%	-17	0%	-6%	1%	?	-3%	-1%	1%
CC(=O)c1cccc(NC(=S)Nc2cccc3ccccc23)c1	-5%	-3	0.1%	-6	-1%	1%	-15%	0%	-2%	-5%	1%
CCN(Cc1ccccc1)S(=O)(=O)c1ccc(F)cc1	3%	1	-0.2%	-4	-3%	5%	11%	15%	-2%	.	-3%
Cc1ccc(NC(=O)CCNS(=O)(=O)c2ccc(Br)cc2)cc1S(=O)(=O)N1CCOCC1	0%	.	-0.1%	0	.	.	-15%	?	-2%	.	-2%
C#CCN1C(=O)S/C(=C/c2cc(C)n(CC)c2C)C1=O	0%	-12	0.5%	-4	-18%	?	11%	12%	13%	0%	1%
O=C(Nc1cc(S(=O)(=O)N2CCOCC2)ccc1O)c1ccco1	-14%	5	0.1%	1	1%	16%	11%	0%	2%	-1%	-2%
